Assay outcomes from PubChem BioAssay.
Scp-1 inhibitor = blocks human Scp-1 phosphatase activity; Q9GZU7; Recombinant Scp1, phosphopeptide, malachite green phosphate absorbance; inhibition, % at 20 µM; hit rate 0.88% among 340,000;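 active = inhibition above about 50% at 20 µM, limit read from the data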;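 also: plate controls were DMSO wells with enzyme for no effect and wells lacking enzyme for full effect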
Target sequence (Q9GZU7 76-261 limits assumed): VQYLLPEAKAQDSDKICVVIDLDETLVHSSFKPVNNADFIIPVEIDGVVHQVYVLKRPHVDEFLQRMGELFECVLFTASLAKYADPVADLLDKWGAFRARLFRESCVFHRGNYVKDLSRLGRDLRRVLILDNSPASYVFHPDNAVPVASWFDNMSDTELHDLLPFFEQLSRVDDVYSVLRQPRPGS
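assay system = SCP-1 phosphatase catalytic domain, residues 76-261 | buffer or medium = 50 mM Tris acetate pH 5.5, 0.005% Tween-20, 10 mM MgCl2 | incubation = enzyme reaction 45 min at room temperature, colour 5 min, stabilisation 30 min | signal = Phosphate-binding colour reagent, absorbance read at 630 nm | measure = % inhibition at 20 µM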
STEP block = STEP (human) phosphatase inhibition | inhibition, % at 20 µM | recombinant STEP, OMFP fluorogenic substrate, fluorescence | hit rate 0.25% among 360,000;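 active = inhibition at 20 µM, scaled per plate between control wells, above about 37%, limit read from the data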;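 also: 0% = DMSO with enzyme and substrate and 100% = substrate only without enzyme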
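System: STEP (striatal-enriched tyrosine phosphatase) enzyme, cell-free; medium: Bis-Tris pH 6.0 buffer with DTT, detergent; dosing: 20 µM, 1% DMSO; times: reaction 20 min, ambient temperature; detection: fluorescence, 480/540 nm; read-out basis: normalized % inhibition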
CSN inh = inhibitors of human CSN-mediated cullin deneddylation; Q92905; Purified CSN, SCF-Nedd8-OG deneddylation, fluorescence polarization; inhibition, % at 12.5 µM; hit rate 0.38% among 360,000; AID 651999;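 active = pattern-corrected inhibition above about 35%, with an unprinted fluorescence ratio check between 0.5 and 1.5, limit read from the data, passing the limit was not always enough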;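 also: 0% = enzyme with substrate and 100% = substrate without enzyme; some results filed as inactive read as strong as hits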
Target sequence (Q92905 whole entry, looked up, one chain of several): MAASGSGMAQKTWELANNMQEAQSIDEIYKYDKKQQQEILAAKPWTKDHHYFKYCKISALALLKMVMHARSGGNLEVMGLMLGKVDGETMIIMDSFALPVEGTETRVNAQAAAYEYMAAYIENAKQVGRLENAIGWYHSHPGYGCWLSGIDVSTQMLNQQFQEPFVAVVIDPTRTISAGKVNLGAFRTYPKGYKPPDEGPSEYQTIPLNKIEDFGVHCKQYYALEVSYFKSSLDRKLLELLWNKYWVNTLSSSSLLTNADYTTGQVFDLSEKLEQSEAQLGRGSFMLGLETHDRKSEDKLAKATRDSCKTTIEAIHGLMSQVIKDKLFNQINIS
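Detection – fluorescence polarization · System – HEK293T-derived human Csn5 enzyme · Controls – substrate-only high control, full reaction low control · Timing – 90 min, room temperature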
Rpn11 inh = Rpn11 (human) deubiquitinase inhibition | O00487 | human 26S proteasome, Ub4-pepOG fluorescence polarization; 20S core pre-blocked with epoxomicin | calls only at 20 µM | hit rate 0.59% among 360,000 | AID 588493;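 active = inhibition at 20 µM, scaled to each plate's controls, above about 33%, limit read from the data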
DNMT1 block = blocks human DNA methyltransferase DNMT1 | P26358 | DNMT1 molecular beacon, Hinp1I cleavage, fluorescence | inhibition (reported as % activation of signal), % at 10 µM | hit rate 0.83% among 360,000; in the data active = inhibition above about 50%
LMPTP block = blocks human LMPTP phosphatase. P24666. AID 651560. recombinant LMPTP-A, OMFP fluorogenic substrate, fluorescence intensity. hit rate 0.22% among 360,000. inhibition, % at 20 µM;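 active = compounds that cut the enzyme signal by at least half of the control window in the single-dose screen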;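 also: plate controls were DMSO wells with enzyme plus substrate for no effect and substrate without enzyme for full effect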
Target sequence (P24666 whole entry, looked up): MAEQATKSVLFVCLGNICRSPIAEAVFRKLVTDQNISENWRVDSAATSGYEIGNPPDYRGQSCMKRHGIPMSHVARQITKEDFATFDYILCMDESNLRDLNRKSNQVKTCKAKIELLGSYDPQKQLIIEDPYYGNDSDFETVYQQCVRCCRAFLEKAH
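Test system – LMPTP-A enzyme · Amount – LMPTP-A at 0.625 nM final in the reaction · Buffer or medium – Bis-Tris pH 6.0, DTT, detergent · Reagent – OMFP 400 µM · Doses – single 20 µM dose · Schedule – reaction 50 min, room temperature, dark · Detection – fluorescence intensity of OMFP turnover product · Evaluation – percent inhibition versus substrate-only and uninhibited controls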
SUMO1 PPI mod = modulators of human SUMO1-mediated protein-protein interactions. P63165. hit rate 0.33% among 360,000. inhibition, % at 20 µM. SUMO1 binding to a labelled peptide, TR-FRET, 1 h. AID 602429; in the data active = inhibition above about 37%
Target sequence (P63165 whole entry, looked up): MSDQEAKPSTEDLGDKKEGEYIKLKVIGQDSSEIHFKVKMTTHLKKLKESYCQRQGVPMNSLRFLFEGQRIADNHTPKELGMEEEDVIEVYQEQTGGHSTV
MsrA inh = bovine MsrA inhibition; hit rate 0.75% among 360,000; inhibition, % at 15.5 µM; purified bovine MsrA, absorbance read-out; in the data active = inhibition above about 4.5%;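 also: 0% = vehicle wells with enzyme and 100% = reference inhibitor wells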
NadD inh = NadD (S. aureus) enzyme inhibition; hit rate 0.78% among 360,000; purified NadD enzyme, colorimetric absorbance read-out; inhibition, % at 20 µM; in the data active = inhibition above about 26%; also: some compounds past the cut are filed as inactive
TbMetRS inhib = blocks T. brucei methionyl-tRNA synthetase activity. purified T. brucei MetRS, ATP depletion, Kinase-Glo luminescence. inhibition, % at 11.9 µM. hit rate 0.4% among 360,000. AID 624268;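 active = inhibition above a per-plate cutoff of the control wells' mean inhibition plus 3 SD, cut at about 5.5% in these data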;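 also: 0% = DMSO wells median and 100% = median of wells with control inhibitor compound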
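Material – parasite MetRS enzyme · Medium – HEPES-MgCl2-KCl buffer plus DTT, spermine, BSA, pyrophosphatase · Reagent – ATP, methionine and E. coli bulk tRNA substrates · Times – 15 min enzyme-compound preincubation, 2 h reaction, 10 min detection, 25 °C · Measured by – luminescence of leftover ATP · Evaluation – percent inhibition relative to median high and low control wells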
The depositor's hits bear a star; i = inactive; · = no result given.

SMILES	Scp-1 inhibitor	STEP block	CSN inh	Rpn11 inh	DNMT1 block	LMPTP block	SUMO1 PPI mod	MsrA inh	NadD inh	TbMetRS inhib
CCc1ccc(OCC(=O)NNC(=O)Cc2cccs2)cc1	-5	3	3	i	-9	-0.1	2	0.3	0	0.3
OCC[C@@H]1C[C@H](O)[C@@H](O)[C@@]2(OCc3ccccc32)O1	-6	-3	3	i	8	-1.4	-2	0.3	3	-0.3
CCN(CC(=O)Nc1c(F)cccc1F)C(=O)c1ccc(COc2ccccc2)cc1	-10	0	3	i	-2	0.2	1	0.3	-7	-0.3
NC(=O)c1cnc(Cc2c[nH]c3ccccc23)c(I)c1	·	1	1	i	-6	-0.8	2	0.1	-2	1.6
CC(=O)c1c(C)[nH]c(C(=O)OCc2csc(CC(=O)Nc3ccccc3C)n2)c1C	-4	2	1	i	-6	0.7	3	0.0	4	-0.2
O=C(O)c1cccc(NC(=O)c2cn(-c3ccccc3)nc2-c2cc3ccccc3o2)c1	58*	7	-3	i	-6	56*	14	-0.6	17	-0.2
Clc1ccc(CO/N=C/c2c(-c3ccccc3)nc3n2CCS3)c(Cl)c1	10	5	-1	i	-5	7.5	1	1.7	9	-0.1
CCO/N=C(/c1nonc1N)N1CCN(c2ccc([N+](=O)[O-])cc2)CC1	-5	3	9	i	-1	2.1	-25	-0.1	-8	0.8
Cc1cccc(NC(=O)CCC2CCN(Cc3nccs3)CC2)c1	-5	1	-2	i	-2	-1.8	12	-0.9	-4	-0.4
COC(=O)Cc1ccc(NC(=S)NCc2ccccc2Cl)cc1	-4	-4	3	i	-1	-1.3	-4	1.5	-4	0.7
Cn1c(=O)c2c(ncn2Cc2ccc(Cl)c(Cl)c2)n(C)c1=O	-2	-2	4	i	3	0.4	2	-0.3	0	1.0
COc1ccccc1-c1sc2ccccc2c1-c1ccc(OCCN2CCCCC2)cc1	9	3	-4	i	-6	2.6	-41	·	11	-1.4
CC(=NC1CC1)c1c(-c2ccccc2)[nH]n(-c2nc3ccccc3s2)c1=O	0	5	4	i	-3	3.2	-3	0.8	13	0.0
O=C(CSc1n[nH]c(=O)[nH]c1=O)N/N=C/c1ccccc1O	-7	-1	-3	i	7	-1.2	8	0.4	-2	-0.3
NS(=O)(=O)c1ccc(CCNCc2ccccc2OCc2ccc(F)cc2)cc1	-6	-3	0	i	4	0.6	-9	-0.7	-11	-0.1
N#Cc1c(NC(=O)Cn2c(=O)oc3ccccc32)oc(-c2ccccc2)c1-c1ccccc1	-12	-3	1	i	-10	4.6	41*	0.2	23	-0.6
Cn1c(Cc2ccc3c(c2)OCO3)nnc1SCC(=O)N1CCc2ccccc2C1	9	-1	-6	i	2	0.2	2	-1.5	-4	-1.0
CCOc1ccc(CN2CCN(c3ncnc4scc(-c5ccccc5)c34)CC2)cc1	-3	2	-2	i	0	2.4	-6	0.7	-3	-1.5
CCCn1c(SCC(=O)c2cc(OC)ccc2OC)nc2c1c(=O)n(C)c(=O)n2C	-5	-5	1	i	4	-1.3	4	0.0	-4	0.4
O=C(O)CCNc1ccc(Cl)cc1	52*	1	0	i	19	1.3	1	1.0	2	-0.1
Cc1ccc(-c2nnc(SCc3nc4ccccc4[nH]3)n2Cc2ccco2)cc1	2	-1	0	i	-2	-0.1	4	-0.5	0	2.3
COc1cc(S(=O)(=O)NCC(c2ccco2)N2CCCCC2)ccc1NC(C)=O (configuration not stated)	0	-2	-3	i	2	-1.7	3	-0.4	-8	-0.2
O=C(NCCSCc1ccco1)c1ccc(CN2CCOCC2)cc1	-2	-1	3	i	1	-1.1	-3	0.5	2	-0.2
[O-][n+]1c2ccccc2[n+]([O-])c2cc(O)ccc21	57*	11	15	i	56*	20	21	2.0	-4	-0.6
Cc1cc(C2C(C#N)=C(N)OC3=C2C(=O)CCC3)c(C)s1 (configuration not stated)	0	-11	2	i	2	-0.3	-3	-0.4	-2	-1.0
O=C(NCc1ccc(F)cc1)c1ccc(CS(=O)(=O)Cc2ccccc2F)o1	-6	-5	1	i	-3	1.3	3	1.1	2	0.3
O=C(NC(Cc1ccccc1)C(=O)OCC(=O)N1CCc2ccccc21)c1ccco1 (configuration not stated)	-6	4	4	i	-2	0.3	4	1.2	-2	0.8
COc1ccc(-c2nnn(CC(=O)c3ccc4c(c3)OCCO4)n2)cc1OC	-17	-4	2	i	-1	0.0	0	1.2	-13	-1.2
CCCC(C)NC(=O)C1c2ccccc2Oc2ccccc21 (configuration not stated)	1	-3	1	i	2	-2.5	6	-0.4	-3	0.4
O=C(N/N=C/c1cn(-c2ccccc2)nc1-c1cc2ccccc2o1)c1ccccc1Br	-4	4	1	i	-6	2.2	-4	1.6	28	0.5
Cc1sc2nc(CSCC(=O)Nc3c(Cl)cccc3Cl)[nH]c(=O)c2c1C	-8	-5	19	·	-1	1.2	3	0.9	0	1.7
O=C(NNC(=S)Nc1ccccc1)c1cccnc1	-5	0	-2	i	0	0.6	-2	1.5	-7	0.5
O=C(Nc1ccc(S(=O)(=O)NC2=NCCCCC2)cc1)c1ccc(C(F)(F)F)cc1	-4	-2	1	i	-1	0.0	-3	·	-7	-0.6
O=C(O)c1ccc2c3c(cccc13)C(=O)N(OS(=O)(=O)c1ccccc1)C2=O	-1	1	3	i	-6	-0.9	-21	4.0	-5	-0.7
Cc1cc(C)cc(NC(=O)C2COc3ccccc3O2)c1 (configuration not stated)	·	-1	1	i	0	-0.3	3	-0.6	0	-0.2
Cc1c(Cl)cccc1NC(=O)CSc1nnc(CCNC(=O)OC(C)(C)C)o1	-9	-11	2	i	-1	-1.7	0	-0.3	-6	0.0
Cc1ccc(-n2nc3c(N4CCC(C(=O)NCc5ccccc5C)CC4)nnc(C)c3c2C)cc1	10	1	17	·	15	27	-6	·	5	-0.3
COc1ccc(-c2nnc(N(C)C(=O)C3CCOC3)s2)cc1 (configuration not stated)	0	-1	0	i	-1	-1.7	0	0.2	-4	-0.7
CCN1C(=O)[C@@H]2[C@H](C1=O)[C@@H]1C(=O)Nc3ccccc3C(=O)N1[C@@H]2c1ccc(OC)cc1	0	1	-3	i	-4	0.0	0	3.0	2	0.3
CC(C)C[C@H](NC(=O)NCCc1ccc(Cl)cc1)C(=O)O	1	-5	-3	i	2	-1.3	-1	-0.5	-4	-0.7
COc1cccc(SCc2noc(C(=O)NCc3ccccc3)c2C(=O)NCc2ccccc2)c1	-4	2	-3	i	5	-1.4	-12	-0.4	-3	-0.7
CCN(CC)S(=O)(=O)c1ccc(N/N=C/c2ccccc2OCC(=O)O)c([N+](=O)[O-])c1	29	12	-2	i	0	1.2	-32	5.6*	9	-1.2
CC(C)=C1C2CCC1C1C(=O)N(c3ccc(C)c(C)c3)C(=O)C21 (configuration not stated)	-6	-1	-16	i	5	-1.1	0	0.1	-1	-0.9
O=C(CN(C(=O)c1ccccc1Cl)N1C(=O)CCCC1=O)c1ccc(Cl)cc1	-4	-3	2	i	-4	-1.3	-3	-1.9	-6	-0.9
CC(C)CNC(=O)NC(=O)COc1c(F)c(F)cc(F)c1F	-7	-1	-6	i	3	0.3	-1	-0.8	-4	-1.9
COC(=O)C1C(c2ccc(OC)cc2)NC(=O)NC1(O)C(F)(F)Cl (configuration not stated)	-5	0	-6	i	0	-0.7	0	0.9	-4	-0.5
CC(=O)c1c(C)[nH]c(C(=O)OCc2ccccc2F)c1C	-5	0	8	i	1	0.5	-6	-0.8	0	-0.2
C(=N\N1CCN(c2ccccn2)CC1)/C1=C(N2CCOCC2)C(=C/c2ccccc2)/CC1	7	1	0	i	-7	4.6	-4	2.8	8	-0.5
CCCC(c1nnnn1C(C)(C)CC)N1CCN(C2CCCC2)CC1 (configuration not stated)	-12	0	0	i	5	-3.5	-1	0.8	0	-1.6
CCOC(=O)C1=C(c2ccccc2)Nc2nc(C)nn2C1c1cccc(OC)c1OC (configuration not stated)	3	0	-1	i	1	0.1	2	-0.4	-2	-0.3
CN1CCN(C(=O)C(C(=O)c2ccc(F)cc2)n2ccccc2=O)CC1 (configuration not stated)	-6	1	3	i	2	-2.3	4	2.9	-1	0.2
CC(C)(C)C(=O)Nc1ccc(N2CCCC2)cc1	-5	-4	-1	i	-13	2.6	-11	1.8	14	-0.1
CCCC(=O)N(c1ccc2oc(C)c(C(C)=O)c2c1)S(=O)(=O)c1ccc(C(=O)O)cc1	2	0	0	i	1	-1.3	-3	-0.2	4	-0.1
O=C1[C@H](Oc2ccccc2)[C@@H](c2ccccc2)N1c1ccncc1	7	4	0	i	4	-0.4	-10	0.2	1	-0.6
COc1cccc(CNCc2cccc(OC)c2O)c1O	0	-2	1	i	1	0.0	1	0.7	-3	-0.5
Cc1cccc(NC(=O)CSc2nnc3ccc(-c4cccnc4)nn23)c1	·	1	-1	i	-3	0.4	-44	-0.5	1	-0.2
O=C(CNC(=O)c1ccccc1Cl)N/N=C/c1ccc([N+](=O)[O-])s1	-5	2	9	i	-4	-0.9	-21	2.9	-1	-0.5

Look-ups from the list.
Reading for CCOC(=O)C1=C(c2ccccc2)Nc2nc(C)nn2C1c1cccc(OC)c1OC (configuration not stated) in DNMT1 block: 1
Reading for C(=N\N1CCN(c2ccccn2)CC1)/C1=C(N2CCOCC2)C(=C/c2ccccc2)/CC1 in CSN inh: 0
Reading for CC(=O)c1c(C)[nH]c(C(=O)OCc2ccccc2F)c1C in SUMO1 PPI mod: -6
Reading for COc1cccc(CNCc2cccc(OC)c2O)c1O in NadD inh: -3
Reading for CCCC(=O)N(c1ccc2oc(C)c(C(C)=O)c2c1)S(=O)(=O)c1ccc(C(=O)O)cc1 in Scp-1 inhibitor: 2
Reading for Cc1cccc(NC(=O)CSc2nnc3ccc(-c4cccnc4)nn23)c1 in NadD inh: 1

One compound at a time, from the list above. Values in the order: Scp-1 inhibitor | STEP block | CSN inh | Rpn11 inh | DNMT1 block | LMPTP block | SUMO1 PPI mod | MsrA inh | NadD inh | TbMetRS inhib
Record of `COc1cccc(SCc2noc(C(=O)NCc3ccccc3)c2C(=O)NCc2ccccc2)c1` = -4 | 2 | -3 | i | 5 | -1.4 | -12 | -0.4 | -3 | -0.7
Record of `O=C(CNC(=O)c1ccccc1Cl)N/N=C/c1ccc([N+](=O)[O-])s1` = -5 | 2 | 9 | i | -4 | -0.9 | -21 | 2.9 | -1 | -0.5
Record of `CCCC(c1nnnn1C(C)(C)CC)N1CCN(C2CCCC2)CC1` (configuration not stated) = -12 | 0 | 0 | i | 5 | -3.5 | -1 | 0.8 | 0 | -1.6
